From PubChem BioAssay
Kir21 block: inhibitors of mouse Kir2.1 inward-rectifier potassium channel | HEK293-Kir2.1, FluxOR thallium flux fluorescence; stronger effect = lower value | B-score at 10 µM | 0.85% of 310,000 active;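 active = fluorescence ratio B-score at or below minus 3 SD of library scores, with starting-brightness B-score within 2 SD, cut at about -4.2 in these data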;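 also: channel flux triggered by added potassium and thallium sulfate stimulus; B-score of peak minus minimum fluorescence over baseline after thallium stimulus; more negative B-score means stronger Kir2.1 block with less thallium influx; some compounds called inactive have numbers as strong as hits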
KCNQ2 inh: KCNQ2 channel blockers in CHO-K1 cells – cell-based, FluxOR thallium flux, B-score, primary screen (AID 2156). 20 min; stronger effect = lower value. B-score at 10 µM. O88943. 1.1% of 310,000 active;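 active = fluorescence ratio B-score at most minus 3 library SDs, with starting brightness B-score within 2 library SDs, cut at about -5.5 in these data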
Target sequence (O88943 whole entry, looked up): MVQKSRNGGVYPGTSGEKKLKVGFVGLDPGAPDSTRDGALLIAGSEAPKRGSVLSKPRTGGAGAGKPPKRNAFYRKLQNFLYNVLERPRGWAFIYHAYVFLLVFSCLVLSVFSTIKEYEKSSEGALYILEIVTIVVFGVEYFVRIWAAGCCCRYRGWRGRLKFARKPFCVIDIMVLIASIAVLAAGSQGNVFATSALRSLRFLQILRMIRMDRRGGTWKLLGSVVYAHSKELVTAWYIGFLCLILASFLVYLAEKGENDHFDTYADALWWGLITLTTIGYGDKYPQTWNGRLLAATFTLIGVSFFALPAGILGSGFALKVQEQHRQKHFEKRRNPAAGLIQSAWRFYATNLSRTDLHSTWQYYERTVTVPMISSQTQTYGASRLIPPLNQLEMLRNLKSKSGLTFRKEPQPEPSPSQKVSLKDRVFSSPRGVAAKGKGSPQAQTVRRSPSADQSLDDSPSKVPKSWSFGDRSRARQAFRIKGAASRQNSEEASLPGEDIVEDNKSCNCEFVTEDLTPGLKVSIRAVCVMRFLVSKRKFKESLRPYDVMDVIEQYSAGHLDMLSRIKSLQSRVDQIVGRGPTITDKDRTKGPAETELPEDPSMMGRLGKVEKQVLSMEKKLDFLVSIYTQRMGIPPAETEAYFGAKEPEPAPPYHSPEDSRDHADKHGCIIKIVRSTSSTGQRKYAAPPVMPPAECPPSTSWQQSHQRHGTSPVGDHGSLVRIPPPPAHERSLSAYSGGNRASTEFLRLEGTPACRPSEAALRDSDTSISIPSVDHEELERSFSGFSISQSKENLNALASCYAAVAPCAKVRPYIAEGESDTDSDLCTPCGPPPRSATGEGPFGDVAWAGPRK
* hit, by the source's call; i = inactive.

SMILES	Kir21 block	KCNQ2 inh
COc1cc(C(=O)Nc2ccc3nc4n(c(=O)c3c2)CCCCC4)cc(OC)c1OC	0.03	i
CCOC(=O)C1=C(C)N=c2s/c(=C/c3ccccc3)c(=O)n2C1c1ccc(OC)c(OC)c1 (stereo not given)	0.03	i
COc1ccc(OCC(=O)N2CCCC(CO)(CCOc3ccccc3)C2)cc1 (stereo not given)	-1.3	i
NC(=O)C1CCN(C(=O)c2ccc3c(=O)n(Cc4cccc(Br)c4)c(=S)[nH]c3c2)CC1	-0.03	i
Cc1ccc(SCCC(=O)N(C)CC(=O)Nc2c(C)cccc2C)cc1	-1	i
COc1ccc(CCNC2CC(=O)N(C3CCCCC3)C2=O)cc1OC (stereo not given)	0.45	i
Cc1nc2c(C#N)c(-c3ccc(Cl)cc3)ccn2n1	0.09	i
O=c1ccsn1Cc1ccccc1	-1.1	i
Cc1ccc(NC(=O)CSc2ncccn2)cc1S(=O)(=O)N1CCCCC1	-1.4	i
O=[N+]([O-])c1cccc(-c2ccc(/C=N/Nc3nc(N4CCCCC4)nc(N4CCCCC4)n3)o2)c1	0.29	i
Cc1ccc(S(=O)(=O)N2CCCCC2)cc1NC(=O)COC(=O)Cc1cccc2ccccc12	-0.97	i
CC(C)c1ccc2nc(SCC(=O)NCC3CCCO3)c(C#N)cc2c1 (stereo not given)	0.16	i
Cc1ccc(NC(=O)c2ccc3c(c2)NC(=O)CS3)nc1	-2.1	i
O=C(N/N=C/c1cccnc1)c1ccc2c(c1)OCCO2	0.76	i
Cc1ccc(S(=O)(=O)CNC(=S)c2cccc(Cl)c2)cc1	0.03	i
O=c1[nH][nH]cc1C=Nc1ccc(Cl)cc1	-0.23	i
O=c1cc(O)n(C2CCCCCC2)c(=O)[nH]1	1	i
CC1CCc2[nH]c3ccc(C(=O)NCCCOC(C)C)cc3c2C1 (stereo not given)	0.4	i
O=C(NC(=S)Nc1nc(-c2ccc([N+](=O)[O-])cc2)cs1)c1ccco1	-0.09	i
CCOC(=O)C1CCCN(C(=O)C2CCN(S(=O)(=O)c3cnc[nH]3)CC2)C1 (stereo not given)	0.68	i

4 compounds out of the list above, sorted by the number in Kir21 block, smallest number first.
mol	Kir21 block
Cc1ccc(S(=O)(=O)N2CCCCC2)cc1NC(=O)COC(=O)Cc1cccc2ccccc12	-0.97
COc1cc(C(=O)Nc2ccc3nc4n(c(=O)c3c2)CCCCC4)cc(OC)c1OC	0.03
COc1ccc(CCNC2CC(=O)N(C3CCCCC3)C2=O)cc1OC (stereo not given)	0.45
O=C(N/N=C/c1cccnc1)c1ccc2c(c1)OCCO2	0.76

Full records, looked up by structure. Values in the order: Kir21 block, KCNQ2 inh
Profile of O=[N+]([O-])c1cccc(-c2ccc(/C=N/Nc3nc(N4CCCCC4)nc(N4CCCCC4)n3)o2)c1 = 0.29, i
Profile of Cc1ccc(NC(=O)CSc2ncccn2)cc1S(=O)(=O)N1CCCCC1 = -1.4, i
Profile of COc1ccc(OCC(=O)N2CCCC(CO)(CCOc3ccccc3)C2)cc1 (stereo not given) = -1.3, i

Further entries follow:
SMILES	Kir21 block	KCNQ2 inh
Cc1sc(NC(=O)c2ccccc2)c(C(=O)NC(C)C)c1C	-1.2	i
COc1ccc(N2CCN(S(=O)(=O)c3ccc4oc(=O)ccc4c3)CC2)cc1	1.8	i
CCc1cc(=O)[nH]c(SCC(=O)Nc2cc(C)on2)n1	-1.6	i
Oc1ccccc1/C=N/Nc1ccccc1	0.02	i
COc1ccc2cc(C(=O)C3CCCN(C(=O)c4cnn(C(C)C)c4)C3)ccc2c1 (stereo not given)	-0.95	i
Cc1ccc(-n2nc3ccc(N)cc3n2)cc1Cl	-0.1	i
CC(C)Cn1nc(NC(=O)c2ccco2)c2cc3ccccc3nc21	-0.08	i
Cc1nn(C)c(C)c1S(=O)(=O)Nc1ccc2c(c1)OCO2	1.7	i
CS(=O)(=O)c1ccc(Cl)c(NC(=O)Cc2ccsc2)c1	1.4	i
O=C(COC(=O)Cc1ccc(F)cc1)NCc1ccco1	0.49	i
COc1ccc(COc2cccnc2N)cc1	-0.42	i
CC1CCN(S(=O)(=O)c2cc3c4c(c2)CCN4C(=O)CC3)CC1	0.51	i
C=CCN(C(=O)c1ccccc1)C1CCS(=O)(=O)C1 (stereo not given)	2	i
CC(=O)Nc1ccc(NC(=O)C2CCN(C(=O)NC3CCCCC3)CC2)cc1	1.1	i
Cc1ccc(NC(=O)/C=C\C(=O)O)c([N+](=O)[O-])c1	-1.1	i
COc1ccc(OC)c(NC(=O)Cn2c(CCC(=O)O)ccc2-c2cccs2)c1	0.95	i
CC(C)N(C(=O)Cn1cc(SCC(=O)NCc2ccco2)c2ccccc21)C(C)C	0.02	i
CCOc1ccc(NC(=O)CN(Cc2ccccc2)S(C)(=O)=O)cc1	-2	i
CCCCOC(=O)c1ccc(-c2ccc(/C=N/NC(=S)NCC)o2)cc1	-1.2	i
Cc1cccc(C)c1NC(=O)CC(NCCc1ccccc1)C(=O)O (stereo not given)	1.6	i
CCOC(=O)C1CCN(c2c(NCCC(C)C)c(=O)c2=O)CC1	-0.06	i
Cn1c(=NC(=O)CSCC(=O)N2CCOCC2)sc2ccccc21	0.32	i
Cc1nc(SCc2ccc(C#N)cc2)n[nH]1	-0.07	i
CCCCn1c(SCC(=O)Nc2cc(C)[nH]n2)nc2ccsc2c1=O	0	i
Cc1cc(C)n(-c2ccc(Cl)c(C(=O)OCC(N)=O)n2)n1	0.01	i
Cc1ccc2c(c1)N(CC(=O)NCCCc1ccccc1)C(=O)c1cccnc1O2	0.25	i
CCCn1nnnc1SCC(=O)NCc1ccc2c(c1)OCO2	1.7	i
COC(=O)CN1C(=O)[C@H]2[C@@H](c3ccc(C)o3)N3C(=O)CN(CC4CC4)C(=O)[C@@]3(C)[C@H]2C1=O	-0.99	i
CN(C)C(=O)CCSc1nnc(-c2ccncc2)o1	-0.73	i
COc1ccc(C2NS(=O)(=O)N=C2N)cc1 (stereo not given)	0.77	i
COc1cccc2cc(CC(=O)c3cc(C)ccc3C)c(=O)oc12	0.46	i
COc1ccc(C2SCCN2C(=S)Nc2ccc(F)cc2)cc1 (stereo not given)	-1.7	i
COc1cc(CNCCN2CCOCC2)ccc1OCc1ccc(Cl)cc1Cl	-7.6	i
Cc1ccc(NC(=O)CSCC#N)cc1	0.53	i
Cc1c(C(=O)N2CCCC2)c(S(=O)(=O)N2CCCCC2)c(C)n1C	1.3	i
N#Cc1nc(-c2ccc(Cl)cc2)oc1NCc1ccco1	-1.4	i
Nc1ccccc1SC/C=C/CSc1ccccc1N	-1.4	i
COc1ccc(N(CC(=O)Nc2ccccc2C)S(=O)(=O)c2c(C)[nH]c(=O)[nH]c2=O)cc1	-0.73	i
CN(C)CCCNc1ncc(C(F)(F)F)cc1Cl	1.7	i
CCOc1cc(/C=C2\SC(=Nc3ccccc3)N(c3ccccc3)C2=O)ccc1OCC(=O)O	1.9	i
Cn1c(SCC(=O)N2CCOCC2)nnc1-c1ccc(NC(=O)c2ccccc2F)cc1	1.1	i
O=C(O)CC(c1ccccc1)n1cccc1 (stereo not given)	0.29	i
COc1ccc(S(=O)(=O)Cc2ccc(C(=O)N3CCc4ccccc4C3)o2)cc1	-2.1	i
O=C(CSc1ccccn1)Nc1ccccc1F	-0.81	i
Cc1cc2nnc(SCC(=O)NC3CCCCC3)n2c(N)n1	1.3	i
C/C(=N\NC(=O)c1cccc(Br)c1)c1cccnc1	-0.09	i
COc1ccccc1CNC(=O)COC(=O)Cc1c(Cl)cccc1Cl	-1.1	i
COc1ccc(CCNc2nc(-c3sc(C)nc3C)cs2)cc1OC	-0.64	i
O=C(c1ccc(S(=O)(=O)N2CCCC2)cc1)N(c1ccccc1)C1C=CS(=O)(=O)C1 (stereo not given)	-0.01	i
O=C(NCCN1CCN(Cc2ccccc2)CC1)C1c2ccccc2C(=O)N2CCc3ccccc3C12 (stereo not given)	-0.83	i
CC(=O)N(C)N1c2ccccc2CCc2ccccc21	-4.2	i
O=C(NCCCN1CCOCC1)C1COc2ccccc2O1 (stereo not given)	0.85	i
O=C(CC1C(=O)NCCN1Cc1ccc(-c2ccccc2)cc1)NCc1ccccc1 (stereo not given)	0.04	i
CCCCOc1ccc(N2C(=O)CC(N(O)c3ccccc3)C2=O)cc1 (stereo not given)	-0.02	i
O=C(NCc1cccnc1)c1cc(C(=O)C2CC2)c[nH]1	-0.63	i
CC(C)OC(=O)C(C)(C)Oc1ccc(C(=O)c2ccc(Cl)cc2)cc1	-0.17	-8.1*
CCOc1cccc(=O)c2c(C)n(Cc3ccccc3)c(C)c12	-0.03	i
CCN(C(=O)CSc1nc2ccccc2c(=O)n1-c1cccc(C)c1)C1CCS(=O)(=O)C1 (stereo not given)	1.2	i
COCc1nc2ccccc2n1Cc1c(F)cccc1Cl	0.47	i
CC(=O)c1cc2c(cc1NC(=O)Cn1nc(C)c(C)c(C#N)c1=O)OCO2	-1.6	i
(more compounds)
SMILES	Kir21 block	KCNQ2 inh
OC(CNCC#Cc1ccccc1)c1ccccc1 (stereo not given)	-0.34	i
NS(=O)(=O)c1ccc(NC(=O)c2cccc(N3C(=O)c4ccccc4C3=O)c2)cc1	-1.5	i
CCOC(=O)c1ccc(NC(=O)/C=C/c2cccs2)cc1	0.79	i
COc1cc2c(c(O)c1OC)C(=O)C(OC)CCC2 (stereo not given)	-1	i
COc1cccc(CN2C(=O)C(C)N(C(=O)c3c(F)cccc3F)c3ccccc32)c1 (stereo not given)	0.4	i
Fc1ccc(-n2nnc(-c3ccccc3Cl)n2)cc1	-0.35	i
O=C(Nc1ccc2c(c1)CCC2)c1ccc(Br)o1	0.94	i
COc1ccc(/C=N\NC(=O)COc2ccc(Cl)cc2Cl)c(C(=O)O)c1OC	0.66	i
CCC(C)C(=O)Nc1cc(C(=O)OC)cc(C(=O)OC)c1 (stereo not given)	-0.22	i
Cn1c(=O)n(CCOc2ccccc2Cl)c2ccccc21	-1.2	i
COc1cccc(CCNC(=O)COc2cccc3c2OC(C)(C)C3)c1	-1.4	i
CC(=O)Nc1ccc(S(=O)(=O)N2CCC(N3CCCCCC3)CC2)cc1	-0.09	i
Cc1c(C(=O)N2CCCc3ccccc32)oc2ccccc12	-0.52	i
CCCOC(=O)c1ccc(NC(=O)c2cc(Cl)ccc2OC)cc1	0.98	i
CCC1Oc2ccccc2N(Cc2ccccc2C)C1=O (stereo not given)	-1.1	i
CC(C)(C)NC(=O)COC(=O)c1ccc(Cl)c(S(N)(=O)=O)c1	1.6	i
COc1ccc(OC)c(NC(=O)CCCC(=O)NC2CCCCC2)c1	0.74	i
COC(=O)c1ccccc1NC(=O)CSc1nnc(CNS(=O)(=O)c2ccc(C)cc2)n1C	-1.2	i
CCOc1cc2[nH]c(=S)n(Cc3ccc(C(=O)NCC(OC)OC)cc3)c(=O)c2cc1OCC	-0.7	i
CCN1CCc2c(sc(NC(=O)COc3ccccc3)c2C(=O)OC)C1	0.02	i
CC(C)C[C@@H]1NC(=O)[C@H](Cc2ccccc2)N(C)C(=O)[C@H](C)NC(=O)c2ccccc2NC(=O)[C@H](Cc2ccc(O)cc2)N(C)C1=O	-0.42	i
CCCCNC(=S)NNC(=O)c1csc(CC)c1	-0.61	i
O=C(Nc1ccc([N+](=O)[O-])cc1)C1C(c2ccccc2)=C1c1ccccc1	-0.18	i
CCOC(=O)CSc1nnc(CSc2nc3sc4c(c3c(=O)[nH]2)CCC4)n1-c1ccccc1	-0.2	i
COc1ccc(NS(=O)(=O)c2ccc(OC)c(N(C)S(=O)(=O)c3ccc(Cl)cc3)c2)cc1	0.54	i
COc1ccc(N(CC(=O)NC2CCCCC2)C(=O)CCCC(=O)Nc2ccccn2)c(OC)c1	-0.29	i
Cc1cccc(Nc2nnc(SCc3cc(=O)n4cc(C)ccc4n3)s2)c1	-0.52	i
O=C1CCC(C(=O)N2CCOCC2)CN1Cc1ccc(Cl)cc1 (stereo not given)	2.3	i
N#CCCN1CCN(C(=S)c2ccc(-c3ccc(Cl)c(Cl)c3)o2)CC1	0.56	i
CC(C)COc1ccc(S(=O)(=O)NNC(=O)c2cc3ccccc3o2)cc1	0.83	i
COc1c(Cl)cnn(-c2ccc(C)cc2)c1=O	-0.32	i
Cc1ccc(C(=O)N2CCCC2)cc1S(=O)(=O)Nc1cccc(C)c1C	1.4	i
CC(=O)c1cc2c(cc1NC(=O)CSc1nnc(C)s1)OCO2	1.8	i
CCOC(=O)CSc1nnc(-c2ccc([N+](=O)[O-])cc2)o1	2.8	i
N=c1n(CCO)c2ccccc2n1Cc1ccccc1Cl	-0.03	i
Cc1ccc(C(C)C)c(OCC(O)CN2CCOCC2)c1 (stereo not given)	0.02	i
COC(=O)C1=C(C)NC(C)=C(C(=O)OC)C1c1ccccc1[N+](=O)[O-]	-0.28	i
c1ccc2cc(-c3cc4ccccn4c3)ccc2c1	-0.72	i
O=C(O)CC1Sc2nc3ccccc3n2C1=O (stereo not given)	1.2	i
CC(C)c1ccccc1NC(=O)C1C2C=CC(C2)C1C(=O)O (stereo not given)	2.9	i
COc1ccc(OC)c2sc(NC(=O)c3cccc(N4C(=O)CCC4=O)c3)nc12	0.86	i
O=C(NCc1ccccc1)C1=C[C@@H](c2ccc(Br)cc2)C[C@@H](OCCCCO)O1	0.2	i
Cc1cccc(NC(=S)NC2CC3CCCC(C2)N3Cc2ccco2)c1 (stereo not given)	-1.3	i

Compounds listed so far that contain a cyano group (seven):
SMILES	Kir21 block	KCNQ2 inh
Cc1nc2c(C#N)c(-c3ccc(Cl)cc3)ccn2n1	0.09	i
CC(C)c1ccc2nc(SCC(=O)NCC3CCCO3)c(C#N)cc2c1 (stereo not given)	0.16	i
Cc1nc(SCc2ccc(C#N)cc2)n[nH]1	-0.07	i
Cc1ccc(NC(=O)CSCC#N)cc1	0.53	i
N#Cc1nc(-c2ccc(Cl)cc2)oc1NCc1ccco1	-1.4	i
CC(=O)c1cc2c(cc1NC(=O)Cn1nc(C)c(C)c(C#N)c1=O)OCO2	-1.6	i
N#CCCN1CCN(C(=S)c2ccc(-c3ccc(Cl)c(Cl)c3)o2)CC1	0.56	i
